esBAF inh: SWI/SNF esBAF complex inhibition. AID 602393. reporter increase, % at 12.5 µM. actives 2% (n = 350,000). mouse ES cells, Bmi1-luciferase knock-in reporter, 24 h; 100% = twice the neutral-well signal; in the data active = activation above about 40%; inconclusive = no clear call, values can overlap the other calls;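 also: 0% = median of the plate's neutral control wells and 100% = double that signal; a rise in the Bmi1 reporter signal indicates esBAF inhibition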
RAD52 inh: inhibitors of human RAD52 DNA annealing; P43351; recombinant RAD52 DNA annealing, FRET fluorescence; inhibition, % at 18.7 µM; actives 0.46% (n = 360,000); AID 651710;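 active = every replicate showing at least 50% inhibition; inconclusive = mean inhibition at least 50% but not in every replicate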
ARNT TACC3 PPI: disruptors of human ARNT/TACC3 interaction. actives 0.66% (n = 390,000). AlphaScreen His-ARNT PAS-B/GST-TACC3 binding, luminescence; TACC3 fragment carries E629A point mutation. inhibition, % at 9.99 µM. Q9Y6A5;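 active = mean inhibition of replicates at least 50% and at least half of replicates each reaching 50%; inconclusive = half or more replicates reach 50% but mean below 50%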;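 also: 0% = complete ARNT plus TACC3 wells and 100% = ARNT alone without TACC3; many hits fall short of the cut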
E-sel inducer: induces E-selectin expression in human endothelial cells; P16581; HUVEC E-selectin immunofluorescence imaging; normalized: neutral wells 0, TNF-alpha wells 100; activation, % at 7.58 µM; actives 0.37% (n = 260,000);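 active = mean E-selectin-positive cell signal at least 10% of the positive control, reached in at least 60% of replicates, without over 20% cell loss; inconclusive = no rule given, readout overlaps actives, possibly toxicity-flagged; inactive = the rest, including those meeting only one limit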;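 also: in these data hits start at about 27%; measured in HUVEC primary endothelial cells; signal is the percent of cells scored E-selectin positive by PE staining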
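assay system = HUVEC, human umbilical vein endothelial cells | input = 3,000 HUVEC seeded per well | medium = EGM-2 growth medium on 0.1% gelatin-coated wells | dosing = one compound dose added by pin transfer | signal = immunofluorescence imaging | read-out basis = % PE-positive cells | control set = TNF-alpha, DMSO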
ERp5 block: inhibitors of human ERp5; AID 651711; inhibition, % at 9.99 µM; Q15084; ERp5 insulin aggregation, absorbance 650 nm, 90 min; actives 0.05% (n = 350,000);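 active = mean replicate inhibition above about 25%, with every replicate also reaching it, limit read from the data, passing the limit was not always enough; inconclusive = only one of those two criteria met; inactive = neither criterion met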
CASP6 VEID inh: inhibitors of human caspase-6 | P55212 | purified caspase-6, Z-VEID-R110 cleavage fluorescence | inhibition, % at 12.5 µM | actives 0.53% (n = 350,000) | AID 686996;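 active = mean inhibition across replicates at least about 35%, with every replicate also reaching that limit, limit read from the data; inconclusive = only one of the two criteria met; inactive = neither criterion met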;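 also: 0% = median of neutral control wells and 100% = no fluorescence left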
Target sequence (P55212 24-179 limits assumed): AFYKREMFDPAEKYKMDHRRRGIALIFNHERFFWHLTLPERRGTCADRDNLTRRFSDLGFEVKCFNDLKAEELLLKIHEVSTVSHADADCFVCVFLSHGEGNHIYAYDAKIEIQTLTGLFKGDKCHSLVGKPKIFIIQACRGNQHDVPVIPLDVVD
Target sequence (P55212 194-293 limits assumed): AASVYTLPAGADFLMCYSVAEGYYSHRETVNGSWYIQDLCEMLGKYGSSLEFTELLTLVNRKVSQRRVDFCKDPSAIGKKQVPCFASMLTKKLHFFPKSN
PglD DTNB: blocks C. jejuni PglD acetyltransferase activity. purified PglD enzyme, DTNB colorimetric CoA detection. actives 0.098% (n = 360,000). inhibition, % at 12.5 µM; in the data active = inhibition above about 16%, passing the limit was not always enough; inconclusive = no clear call, values can overlap the other calls; also: strong numbers were not always called active
RAD54 inh: inhibitors of human RAD54 branch migration | Q92698 | RAD54 Holliday junction branch migration, FAM/BHQ fluorescence | inhibition, % at 10.4 µM | actives 0.14% (n = 360,000);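 active = mean normalized replicate activity at least 40 and at least half of replicates scoring 40 or more; inconclusive = only one of the two criteria met; inactive = mean below 40 and under half of replicates reaching 40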;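 also: 0% = median of neutral control wells and 100% = median of positive control wells; inhibitors cause a drop in the FAM fluorescence signal; in these data hits start at about 50%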
Target sequence (Q92698 whole entry, looked up): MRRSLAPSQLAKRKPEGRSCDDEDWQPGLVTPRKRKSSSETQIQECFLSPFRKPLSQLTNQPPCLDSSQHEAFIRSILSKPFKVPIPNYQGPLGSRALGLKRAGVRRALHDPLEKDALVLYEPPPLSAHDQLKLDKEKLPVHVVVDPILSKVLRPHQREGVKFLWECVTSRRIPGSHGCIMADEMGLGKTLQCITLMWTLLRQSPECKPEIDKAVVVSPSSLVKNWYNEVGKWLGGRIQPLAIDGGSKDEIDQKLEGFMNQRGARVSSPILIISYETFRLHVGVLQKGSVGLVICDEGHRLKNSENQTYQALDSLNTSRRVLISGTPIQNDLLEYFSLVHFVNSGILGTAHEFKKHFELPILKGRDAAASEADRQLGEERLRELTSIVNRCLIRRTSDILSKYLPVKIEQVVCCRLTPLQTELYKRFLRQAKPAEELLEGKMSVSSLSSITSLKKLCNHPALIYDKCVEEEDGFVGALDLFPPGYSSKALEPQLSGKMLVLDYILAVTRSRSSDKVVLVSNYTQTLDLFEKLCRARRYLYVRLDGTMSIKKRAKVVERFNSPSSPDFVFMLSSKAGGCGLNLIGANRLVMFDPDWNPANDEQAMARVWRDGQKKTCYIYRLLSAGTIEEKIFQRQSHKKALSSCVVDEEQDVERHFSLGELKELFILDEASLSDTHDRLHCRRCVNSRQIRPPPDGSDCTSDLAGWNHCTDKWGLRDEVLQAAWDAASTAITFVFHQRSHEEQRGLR
The depositor's hits bear a star; ? = inconclusive; . = not tested or not shown.

SMILES	esBAF inh	RAD52 inh	ARNT TACC3 PPI	E-sel inducer	ERp5 block	CASP6 VEID inh	PglD DTNB	RAD54 inh
Cc1ccnc(NS(=O)(=O)c2ccc(NC(=O)CCOc3ccccc3)cc2)n1	-7	-9	.	0.1	-6	-1	9	-7
COc1ccc(-c2cc(C(=O)N3CCOCC3)no2)cc1	-57	-2	4	0.3	2	6	-1	2
CC1(C)C(C#N)=C(N)OC2=C1C(=O)CCC2	-5	-7	-20	.	0	-1	1	5
Cc1nnc2ccc(-c3cccc(NC(=O)c4ccc(Cl)nc4)c3)nn12	-1	-16	-8	-0.6	2	-1	.	.
COc1cccc(/C=C2\N=C(c3c(-c4ccccc4)noc3C)OC2=O)c1	2	-17	-7	.	2	-3	-1	-1
COc1ccc2[nH]cc(CCn3ccc(=O)c(C)c3C)c2c1	-2	-10	0	1.0	1	0	2	-2
Cc1ccc(NC(=O)CN(C)c2ccc(S(=O)(=O)N3CCCC3)cn2)cc1	-2	-6	-19	.	2	3	.	-2
C[C@@H](C(=O)N(C)C[C@@H]1OCc2ccccc2-c2ccccc2C(=O)N([C@@H](C)CO)C[C@@H]1C)c1ccccc1	-1	4	-7	-0.2	-2	1	2	-1
CCOC(=O)c1nnn(-c2nonc2N)c1CNc1ccccc1	8	.	-2	.	.	.	-4	10
Cc1cccc(NC(=O)N2CCCCCC2)c1C	-1	-15	-4	.	3	1	-3	-6
CN(C)CC(=O)Nc1ccc2c(c1)[C@@H]1C[C@@H](CC(=O)NCc3cc(F)ccc3F)O[C@@H](CO)[C@@H]1O2	2	10	0	0.4	-9	-2	-4	-4
Cn1c(=O)c2sccc2n2c(CCCC(=O)N3CCCCC3)nnc12	4	-25	-1	.	2	1	-10	-1
C[C@@H]1CN([C@H](C)CO)C(=O)Cc2cc(NC(=O)C3CCCCC3)ccc2O[C@@H]1CN(C)C(=O)NC1CCCCC1	4	5	-5	-9.1	2	0	-2	15
Cc1ccc(Cl)cc1NC(=O)C1CC(=O)Nc2ncnn21 (centres undefined)	-2	-7	3	1.4	-2	1	4	13
COc1ccc(OC)c(C(=O)COC(=O)COc2ccccc2)c1	8	-10	-9	-0.6	2	-2	3	-5
C[C@H]1CN([C@@H](C)CO)C(=O)c2cccc(NS(=O)(=O)c3ccc(Cl)cc3)c2O[C@@H]1CN(C)S(=O)(=O)c1ccccc1	10	-5	0	-0.4	1	.	4	2
CCc1nc2c(OCc3ccccc3)cccn2c1N(C)C(=O)COc1ccccc1	5	-11	.	1.3	-4	1	5	-8
N#Cc1cccc(NC(=O)Cn2cnc(S(=O)(=O)N3CCCCC3)c2)c1	6	-8	-4	.	2	-3	4	-8
CO[C@H]1CN(C)C(=O)c2cc(NC(=O)C3CCOCC3)ccc2OC[C@H](C)N(CC2CC2)C[C@H]1C	-4	7	-2	0.0	2	0	4	3
CC(=O)c1ccc(S(=O)(=O)NCCC(=O)NC2CCN(Cc3ccccc3)CC2)cc1	.	6	8	5.0	8	-18	0	-2
Cc1cc(C)nc(Nc2n[nH]c(COc3ccc(Cl)cc3)n2)n1	-2	.	0	.	.	.	0	9
CCOC(=O)CN(Cc1sccc1C)C(=O)Nc1cccc(OC)c1	.	-2	-16	.	-5	-1	.	.
O=C(CCS(=O)(=O)c1ccccc1)Nc1nc(-c2ccccn2)cs1	0	-18	65*	-0.2	6	1	-2	3
C(=NOCc1ccccc1)c1ccncc1	38	10	3	-0.7	7	1	-1	-4
CCOc1ccccc1OCCCC(=O)N1CCN(S(=O)(=O)c2ccc(Cl)cc2)CC1	2	7	-2	7.2	-9	-203	-8	8
Continued:
SMILES	esBAF inh	RAD52 inh	ARNT TACC3 PPI	E-sel inducer	ERp5 block	CASP6 VEID inh	PglD DTNB	RAD54 inh
Cc1cc(C)n(C(=O)N(c2ccccc2)c2ccccc2)n1	-4	-17	-3	0.0	2	-2	-2	-14
O=P(c1ccccc1)(c1ccccc1)c1ccc(O)cc1	1	2	16	.	3	1	2	3
COc1ccc(/C=N/NC(=O)c2ccoc2C)cc1OC	.	-6	-3	2.0	2	2	.	.
Cc1[nH]c2ccc(C(=O)NCCCN3CCCCCC3)cc2c1C	2	14	1	.	4	-88	7	12
Cc1c(/C=C/C(=O)c2ccccc2)cnn1C	32	.	3	.	.	.	0	5
CCOc1cc(S(=O)(=O)NCCc2ccccc2C)c(OCC)cc1-n1cnnn1	-5	.	-1	.	.	.	-3	-2
C/C(CC(=O)Nc1ccccn1)=N\NC(=O)Cc1cccc2ccccc12	-4	.	5	.	.	.	-1	6
COC(=O)C(C)N(C#N)c1nc(NC(C)C)nc(SC)n1 (centres undefined)	-12	.	2	.	.	.	-1	-7
O=C(Nc1cc(S(=O)(=O)Nc2ccccc2Cl)ccc1O)c1ccc(F)cc1F	-5	-16	-9	0.2	-10	-3	-8	-4
Cc1n[nH]c(C)c1CCN(C)C(=O)C1CCC(=O)N(CC2CCCCC2)C1 (centres undefined)	-4	2	1	-0.3	-4	5	0	1
CNc1c(NS(=O)(=O)c2ccc(C(C)(C)C)cc2)c(=O)oc2ccccc12	7	-13	-6	.	1	1	-1	0
C/C(=N/NC(=O)COc1ccc(C(C)(C)C)cc1)c1ccc(N2CCOCC2)cc1	-2	3	0	3.5	-2	6	0	-1
CO[C@H]1CN(C)C(=O)c2cc(NC(=O)Nc3ccccc3)ccc2OC[C@H](C)N(C(=O)CN(C)C)C[C@@H]1C	4	-4	-20	0.1	-3	-2	2	3
C[C@H]1CNC(=O)c2c(C(=O)Nc3cccc(Cl)c3)ncn21	-3	-17	.	-0.1	1	2	0	4
CO[C@@H]1CN(C)C(=O)c2cc(NC(=O)C3CCC3)ccc2OC[C@H](C)N(C)C[C@H]1C	-2	1	-3	-0.1	3	.	0	-4
Cc1ccc(S(=O)(=O)N2CC[C@@H]3[C@H]2c2cc(-c4cccc(C(=O)N(C)C)c4)ccc2N[C@@H]3CO)cc1	2	3	4	-0.1	3	2	5	1
CCOc1ccc(CCNC(=O)CN(C)S(=O)(=O)c2ccc3c(c2)CCC(=O)N3)cc1OCC	-4	.	-7	.	.	.	2	-5
Cc1csc(C(C)N(C)C(=O)c2ccc(OC3CCN(Cc4ccccn4)CC3)cc2)n1 (centres undefined)	5	-9	4	.	5	-6	2	-10
COc1ccc(/C=N/NC(=O)c2cc(-c3ccccc3)nc3ccccc23)cc1O	2	0	4	0.1	0	0	3	0
c1ccc(-n2nnnc2SCc2cccc(CSc3nnnn3-c3ccccc3)n2)cc1	-9	.	0	.	.	.	2	-3
C=CCOc1ccc(/C=C/C(=O)OCC(=O)NCc2cccs2)cc1	.	0	-1	0.3	13	1	.	.
Cc1ccccc1N(CC(=O)NCCSc1ccccn1)S(=O)(=O)c1ccccc1	.	-15	3	-3.0	-5	2	.	.
CCN(CC)C(=O)C1CCCN(c2ncnc3c2cnn3-c2cccc(C)c2)C1 (centres undefined)	-10	.	-3	.	.	.	1	2
COc1cc(/C=N/N2CCCCC2)cc(OC)c1O	-3	-29	9	.	7	-3	6	-14
COc1ccc(NC(=O)C2CCCN(S(C)(=O)=O)C2)c(OC)c1 (centres undefined)	3	0	-2	.	3	-2	-2	0
The list goes on:
SMILES	esBAF inh	RAD52 inh	ARNT TACC3 PPI	E-sel inducer	ERp5 block	CASP6 VEID inh	PglD DTNB	RAD54 inh
CO[C@H]1CN(C)C(=O)c2ccc(NC(=O)Nc3cc(F)ccc3F)cc2OC[C@@H](C)NC[C@H]1C	-4	-5	-3	-0.1	-2	2	8	2
COc1ccc(NC(=O)Nc2cccc3c2O[C@@H](CN(C)S(=O)(=O)c2ccc(C)cc2)[C@H](C)CN([C@H](C)CO)C3=O)cc1	0	16	4	-3.3	8	1	5	-1
Cc1cc(=O)[nH]c2sc(C(=O)N3c4ccccc4CC3C)c(N)c12 (centres undefined)	-15	-12	.	-0.1	1	2	.	.
Cc1ccc(C(=O)NCCC(=O)N2CCCC2)cc1	9	8	20	.	-4	0	-5	0
CCc1nnc(NC(=O)c2ccc(COc3ccc(C)cc3)o2)s1	11	.	-5	.	.	.	3	-11
Cc1ccccc1S(=O)(=O)N1[C@H](C#N)[C@@H](c2ccc(-c3ccc(F)cc3)cc2)[C@@H]1CO	2	-44	-20	0.0	-4	1	0	-18
COc1ccc(CNCCC(c2ccccc2)C2CCOC(C)(C)C2)cc1 (centres undefined)	.	-41	2	-0.2	1	2	.	.
CC1CCCN(CCOCCOc2ccc(Br)cc2Cl)C1 (centres undefined)	-36	.	-7	.	.	.	1	11
Cc1ccc(NC(=S)N(CCCN2CCCC2)Cc2cccn2Cc2ccc(Cl)cc2)cc1Cl	4	-4	-4	.	-1	-22	3	-4
O=c1[nH]c(-[n+]2ccccc2)c(/C=N/N=C(\[O-])c2ccccc2)s1	.	-27	4	.	4	5	.	.
C/C=C/c1ccc2c(c1)O[C@@H](CN(C)S(=O)(=O)c1ccc(F)cc1)[C@@H](C)CN([C@H](C)CO)S2(=O)=O	-5	6	4	-0.2	2	-1	1	-5
CCOc1ccccc1N1CCN(C(=O)c2cc(S(=O)(=O)N3CCCCC3)ccc2C)CC1	6	-8	1	-1.5	0	1	5	-6
COc1cccc(/C=N\NC(=O)c2cc(OCC(F)(F)F)ccc2OCC(F)(F)F)c1	-1	.	-11	.	.	.	-3	-9
CN(C)c1ccc(/C=C(/NC(=O)c2ccccc2)C(=O)NCCCn2ccnc2)cc1	-2	.	3	.	.	.	-1	-12
Cc1ccc(S(=O)(=O)N(C)C[C@@H]2Oc3c(NS(=O)(=O)c4ccc(Cl)cc4)cccc3C(=O)N([C@@H](C)CO)C[C@@H]2C)cc1	-8	-10	.	-0.4	-6	-3	0	-4
CCOc1ccc2[nH]c(=O)c(C(c3nnnn3Cc3ccco3)N3CCC(C)CC3)cc2c1 (centres undefined)	11	.	2	.	.	.	1	1
Cc1cc(C)cc(OCC(=O)O/N=C(\N)c2ccccc2Cl)c1	11	-6	-14	7.6	5	-1	-4	-2
CC(NC(=O)Cn1cc(C(F)(F)F)ccc1=O)c1ccc(F)cc1 (centres undefined)	.	-23	-4	-1.7	0	0	.	.
Cc1cccc(Cn2c(Sc3nc(C)cs3)nc3c2c(=O)[nH]c(=O)n3C)c1	10	.	-1	.	.	.	-5	?
C/C=C/c1ccc2c(c1)O[C@H](CN(C)C(=O)C1CCOCC1)[C@H](C)CN([C@H](C)CO)S2(=O)=O	0	-7	-7	0.3	-1	0	-5	-7
CCCC1=[N+](CC(C)=O)CCn2c(C)ccc21	.	-18	0	0.0	?	.	.	.
N#C[C@H]1N[C@H](CO)[C@@H]1c1ccc(-c2cccc(F)c2)cc1	1	-1	9	-0.2	-1	0	2	14
Nc1nc(SCC(=O)N2CCc3ccccc3C2)[nH]c(=O)c1-c1ccccc1	56*	.	4	.	.	.	1	-8
CCOC(=O)N1CCC(N2CC34C=CC(O3)C(C(=O)Nc3ccc(C(C)C)cc3)C4C2=O)CC1 (centres undefined)	-1	3	-6	0.0	-2	1	2	-5
Nc1ncnc2c1ncn2[C@@H]1O[C@H](C(=O)N[C@H](CO)Cc2ccc(O)cc2)[C@@H](O)[C@H]1O	4	-5	.	-0.1	1	3	-3	-2
CCCc1nnc(NC(=O)c2ccc(S(=O)(=O)N(C)c3ccccc3OC)cc2)s1	10	-21	4	2.3	-1	1	4	-9
CCC1(C)OC(=O)N2CCc3c(C)[nH]c4c(C)ccc(c34)C21C (centres undefined)	14	-3	-2	.	2	1	4	6

Screening results as filed in PubChem.
